Compound activity: PubChem, Fisher Drug Discovery Resource Center
mcGAS RapidFire = inhibitors of mouse cGAS. Q8C6L5. recombinant mouse cGAS, cGAMP by RapidFire MS. inhibition, % at 12.5 µM. 130,000 tested, 0.18% active. AID 1259397;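 active means inhibition of cGAS enzyme activity at or above 60%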;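 further: enzyme stimulated by 45 bp dsDNA with ATP and GTP substrates; cGAMP share of summed cGAMP plus half ATP and half GTP signals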
Target sequence (Q8C6L5 whole entry, looked up): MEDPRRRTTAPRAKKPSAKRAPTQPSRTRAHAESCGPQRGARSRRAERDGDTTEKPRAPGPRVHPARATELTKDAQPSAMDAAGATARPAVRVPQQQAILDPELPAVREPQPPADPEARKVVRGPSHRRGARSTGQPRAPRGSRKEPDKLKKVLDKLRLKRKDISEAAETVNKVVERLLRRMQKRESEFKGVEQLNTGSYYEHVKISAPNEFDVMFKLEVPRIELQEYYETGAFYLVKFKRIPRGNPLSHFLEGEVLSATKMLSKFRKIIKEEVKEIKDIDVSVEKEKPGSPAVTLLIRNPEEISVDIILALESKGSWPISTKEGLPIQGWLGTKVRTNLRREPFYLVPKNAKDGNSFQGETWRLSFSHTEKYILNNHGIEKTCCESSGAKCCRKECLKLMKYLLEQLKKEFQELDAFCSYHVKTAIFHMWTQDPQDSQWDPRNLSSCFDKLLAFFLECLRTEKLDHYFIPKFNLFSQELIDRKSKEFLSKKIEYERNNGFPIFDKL
Active calls of the source: *; & = joins results of further samples. A portion of the library; rates above refer to the full screens.

SMILES	mcGAS RapidFire
CN(C)CCN(Cc1cc(N)ccc1N(C)C)C(=O)CC(C)(C)C	-9
NCc1nnnn1C1CCCCC1	-6
Cc1nn2cccnc2c1C(=O)OC1CCC(NC(=O)OC(C)(C)C)CC1 (centres undefined)	-35
Cc1c(CN(C)C(=O)c2cn(CC3COc4ccccc4O3)nn2)[nH]c2ccccc12 (centres undefined)	-6
NC(=O)c1cc(CNS(=O)(=O)c2ccc(F)c(F)c2)on1	3
Cn1cc(C(=O)Nc2nnc(Cc3ccc(F)cc3)s2)ccc1=O	0
CC(C)c1nc2c(c(=O)c3ccccc3n2C)c(=O)n1Cc1ccccc1	-2
O=C(c1cccnc1)N1N=C(c2ccccc2)CC1(O)C(F)(F)C(F)(F)C(F)(F)F (centres undefined)	-35
CCCNC(=O)C1(C)CCN(Cc2ccc3ccccc3c2Br)C1 (centres undefined)	-9
CC(C)N1CCCC(C)(C(=O)Nc2nc3ccccc3n2C)C1 (centres undefined)	1
Cc1cc(=O)[nH]c(-n2nc(C)c(CCC(=O)NCc3ccco3)c2C)n1	1
CCn1ncnc1C(C)NC(=O)C(=O)c1cccn1C (centres undefined)	-10
O=S(=O)(CCCCC(Cl)(Cl)Cl)NCc1ccco1	3
O=C(N1CCN(C(=O)C23CCC4CC(CC(C4)C2)C3)CC1)C12CCC3CC(CC(C3)C1)C2	-26
COc1ccc2ncn(Cc3ccc4c(c3)OCO4)c(=O)c2c1	-7
O=C(CCc1ccco1)N1CCN(S(=O)(=O)c2cccc(Cl)c2)CC1	-2
CCOC(=O)C1CCN(C(c2cccc(F)c2)c2c(O)cc(C)n(CC)c2=O)CC1 (centres undefined)	-6
COc1ccc(C(=O)Nc2c3c(nn2-c2ccccc2C)CS(=O)(=O)C3)cc1OC	-6
O=C(C1CCCN(C2CCCCC2)C1)N(CCO)Cc1ccco1 (centres undefined)	-12
CCNC(=O)C1CCN(Cc2ccc(Cl)s2)CC1	1
COc1ccc(Cl)cc1C1=NOC2(CCC2)C(=O)N1Cc1cccc(C#N)c1	-8
O=C(Nc1ccc(N2CCOCC2)cc1)c1c(OCc2ccccn2)nn2ccsc12	-5
COC(=Nc1ccncc1)C1=C(C)C([N+](=O)[O-])NC(C(=O)O)c2ccccc21 (centres undefined)	-7
CC(O)c1nc2cc(NS(=O)(=O)NCc3ccccc3)ccc2n1C (centres undefined)	-19
C=c1ccccc1=c1[nH]/c(=C/c2ccc(OC)c(OC)c2)c(=O)o1	16
CCCS(=O)(=O)Nc1cc(C(=O)OC)cc(C(=O)OC)c1	2
Fc1ccc(CNc2nccn3ccnc23)cc1	-2
CCN(C(=O)CNc1ccccc1N(C)C(C)=O)C1CC1	-1
O=C1CC(Sc2ccc(Cl)cc2)C(=O)N1c1ccc(F)cc1F (centres undefined)	-21
CCC(NCCc1ccccc1)c1nc2cc(Cl)ccc2c(=O)n1CC (centres undefined)	-6
Cc1cccc(C2CCCN(Cc3cn[nH]c3C(=O)O)C2)c1 (centres undefined)	-20
Cc1ccccc1S(=O)(=O)NC(=O)C1(C)CCN1C(=O)Cc1ccsc1 (centres undefined)	-11
CCOc1ccccc1C(C)(C)CCl	-9
CCn1cc(-c2c(-c3ccccc3)ncn2CC(O)Cc2ccccc2)c(C)n1 (centres undefined)	-5
O=C(Nc1cccc(-c2cc3ccccc3[nH]2)c1)C1CCN(C(=O)C2=CCCC2)CC1	-1
N#Cc1cccc(CN2CCN3C(C(=O)Nc4cccnc4)=COC3=NC2=O)c1	-5
Cc1ccccc1NC(C#N)c1ccc(Br)cc1 (centres undefined)	-4
COc1ccc(N2CCN(C(=O)c3cccnc3SCc3ccc(C(F)(F)F)cc3)CC2)cc1	-8
COc1cc(C(=O)Nc2ncc(C)s2)ccc1OC(F)F	-7
COc1ccc(NC(=O)C2(C)CCN2C)cc1OC (centres undefined)	-10
Cc1ccc(Cn2c(CN3CC(C)CC(C)C3)nc3c2c(=O)n(C)c(=O)n3C)cc1 (centres undefined)	1
Cc1cc(N2C(=O)CCS2(=O)=O)ccc1S(=O)(=O)N(C)CCc1ccncc1	-7
CN1CCN(C(CNC(=O)c2ccco2)c2ccc3c(c2)CCN3C)CC1 (centres undefined)	-9
CC(C)(C)NC(=O)CC12CC3CC(CC(C3)C1)C2	-12
COC(=O)C(C)Sc1nnc(-c2cnn(-c3ccccc3)c2-n2cccc2)o1 (centres undefined)	-5
COc1ccc(-n2ccnc2-c2ccc(C#CC(C)(C)O)cc2)cn1	-13
CCc1ccc(S(=O)(=O)N2CCN(c3ncnc4c3nnn4C)CC2)s1	-7
COCCn1cc(C(=O)N2CCNCC2)c2nn(-c3ccccc3)c(=O)c-2c1	-3
CN(C)c1ccc(C(O)c2nccn2C)cc1 (centres undefined)	-7
O=C(COC(=O)C1CCN(C(=O)Nc2ccccc2)CC1)Nc1cccc(Br)c1	-3
CC(OC(=O)C1CCCCN1C)C(=O)N1CCCCCC1 (centres undefined)	-14
CCOC(OCC)c1cc(-c2ccncc2)n[nH]1	-4
COc1ccc(CNC(=O)C(NC(=O)Nc2ccccc2)C(C)C)cn1 (centres undefined)	-7
O=C(O)c1cccn(Cc2ccc(C(F)(F)F)cc2)c1=O	-7
O=C(C1CC1)N1CCN(Cn2c(=O)oc3cc(Cl)ccc32)CC1	4
O=C(Nc1cc(C(F)(F)F)ccc1-n1cccn1)c1ccccc1I	-12
Cn1c(N)c(C(=S)NC(=O)c2cccs2)c(=O)n(C)c1=O	-6
CC1CN(Cn2nc(-c3ccncc3)n(-c3ccccc3)c2=S)CCO1 (centres undefined)	-4
Cn1nc(C(=O)N2CCCC2)c2c1CCC(NCc1cccc(C(F)(F)F)c1)C2 (centres undefined)	-6
CCOC(=O)C(CC)n1cnc2c(nnn2-c2ccc(F)cc2)c1=O (centres undefined)	8

Next section
SMILES	mcGAS RapidFire
CC(C)CN(CCC#N)C(=S)NCCN1CCOCC1	-7
O=S(=O)(c1cccc(F)c1)N(Cc1cccs1)C1CC1	-32
O=C1OC(Cc2ccccn2)C(=O)C1=C1SCCS1 (centres undefined)	0
Cc1c(Br)c2ccccc2n1CC(=O)Nc1nccn1CC(C)C	-81
Cc1cnccc1NC(=O)Cc1c(C)noc1Cl	-3&-2
Fc1ccc(-c2csc(=S)[nH]2)cc1	-4
O=C1C(=O)N(C2CCCC2)C(=O)N1Cc1cc(=O)n2ccsc2n1	-4
O=C(NC1CC(=O)N(CCc2ccc(F)cc2)C1)c1ccsc1 (centres undefined)	9
C=C(C)CN(CC)C(=O)CN(C)Cc1ccc(Cl)cc1	-5
CCOC(=O)C1CCN(/C=C2/C(=O)NC(=S)N(c3cc(Cl)cc(Cl)c3)C2=O)CC1	0
Cc1cccc(-n2c(SCC(=O)NC(C)C3CC3)nc3ccccc3c2=O)n1 (centres undefined)	-5
CC(c1cccc(-c2nccn2Cc2ccoc2)c1)N(C)C (centres undefined)	-8
COCCC1(C(=O)N2CCC(OC(C)(C)C)CC2)CCCC1	-9
CC(C)N(C)S(=O)(=O)NCC(=O)N1CCCC1	0
O=C(c1cn[nH]c1-n1cnnn1)N1CC[C@H]2CC[C@@H](C1)N2	-10
N#CC(C(N)=S)=C1CCCC1	-2
CC(=O)Oc1ccc(O)c2c1C(=O)C=CC2=O	4
O=C(NC1CCOc2ccccc21)c1cccc(S(=O)(=O)NCC2CCCO2)c1 (centres undefined)	4
Cc1ccc(-c2nc(N3CCN(CCN(C)C)CC3)ncc2-c2ccoc2)cc1	-12
Cc1ccc(C(=O)NC2(C#N)CCSC2)cc1Br (centres undefined)	-6
CC(Oc1ccccc1)C(=O)N1CCN(Cc2ccc3c(c2)OCO3)CC1 (centres undefined)	-6
O=c1c2c(cnn2-c2ccc(F)cc2)c(C2CC2)nn1Cc1cccc(F)c1	-8
CS(=O)c1nncn1-c1ncnc2c1oc1ccccc12 (centres undefined)	-10
Cc1nn2c(=O)cc(CSc3nc(Cc4ccccc4)c(C)[nH]3)nc2s1	6

Continued, starting with the last five of the part before.
SMILES	mcGAS RapidFire
Cc1ccc(C(=O)NC2(C#N)CCSC2)cc1Br (centres undefined)	-6
CC(Oc1ccccc1)C(=O)N1CCN(Cc2ccc3c(c2)OCO3)CC1 (centres undefined)	-6
O=c1c2c(cnn2-c2ccc(F)cc2)c(C2CC2)nn1Cc1cccc(F)c1	-8
CS(=O)c1nncn1-c1ncnc2c1oc1ccccc12 (centres undefined)	-10
Cc1nn2c(=O)cc(CSc3nc(Cc4ccccc4)c(C)[nH]3)nc2s1	6
CN1CCN2CCN(C(=O)c3ccc(-c4ccccc4)[nH]3)CC2C1=O (centres undefined)	-12
Cc1ccccc1Oc1ncccc1CNCc1ccc(OC(F)F)cc1	-11
Cc1ccc(CN(C)C(=O)COc2ccc(O)cc2)o1	-7
COC(=O)Cn1c(=O)c2c(nc3n2CCN3c2ccc(C)cc2C)n(C)c1=O	-5
CCOC(=O)NC1CCCN(C(C)C(=O)OCC)C1 (centres undefined)	-7
COc1ccc(S(=O)(=O)CCCC(=O)N=c2sc3ccc(OC)cc3n2CCSC)cc1	-2
COCCC1NC(=O)c2cnc(NCC3CC3)nc21 (centres undefined)	-2
CC(C)c1nsc(N2CC3CCC2C3)n1 (centres undefined)	-12
COc1ccc(C=C(C#N)S(=O)(=O)c2cc(Br)ccc2Br)c(OC)c1	-2
CCc1[nH]c2c(CNC(=O)c3cc(C4CC4)no3)cc(C)cc2c1C	18
COc1ccc(C[C@H](C)NC[C@@H](O)c2ccc(O)c(NC=O)c2)cc1	-1
COc1ccc(CCn2ccc3c(cnc4nc(C(F)(F)F)nn43)c2=O)cc1OC	-8
c1ccc(CN2CCOC(CSc3nnc(NC4CC4)s3)C2)cc1 (centres undefined)	-12
CCOc1ccc(CN2C[C@@H]3C4CCC(CC4)[C@@H]3C2)cc1CO	-11
O=C1CC(NC(=O)N2CCn3cccc3C2c2ccccc2F)CN1c1ccc2c(c1)OCCO2 (centres undefined)	-8
Cc1c(Cl)cccc1NC(=O)C(=O)Nc1ccc2c(c1)N(C(=O)C1CC1)CCC2	1
O=C(c1cn(CCc2ccccc2)nn1)N1CCCCC1CCc1ccccn1 (centres undefined)	-4
COC(=O)c1oc(Cn2nnn(-c3ccccc3Cl)c2=O)cc1C	9
CN1CCC2(CCN(C(=O)c3cccc(Oc4ccccc4)c3)CC2)C1=O	2
O=S(=O)(Nc1cc2c(cc1Br)OCCO2)c1cccc(Cl)c1Cl	-3
CCn1cc(NC(=O)C(C)Oc2ccc(SC)cc2)cn1 (centres undefined)	-9
CN(CCOc1ccc(O)cc1)C(=O)C(c1ccccc1)n1cccn1 (centres undefined)	-8
O=C1N(Cc2cccc(Cl)c2)C[C@@H]2C[C@@H](c3ccccc3F)N3CCC[C@@]123	-3
CN1C(=O)C=C(Nc2ccccc2C(=O)O)C1=O	25

Copied from the list:
In mcGAS RapidFire, `CCN(C(=O)CNc1ccccc1N(C)C(C)=O)C1CC1` is entered as -1
In mcGAS RapidFire, `CN1C(=O)C=C(Nc2ccccc2C(=O)O)C1=O` is entered as 25
In mcGAS RapidFire, `CN(C)c1ccc(C(O)c2nccn2C)cc1` (centres undefined) is entered as -7
In mcGAS RapidFire, `O=C1CC(NC(=O)N2CCn3cccc3C2c2ccccc2F)CN1c1ccc2c(c1)OCCO2` (centres undefined) is entered as -8
In mcGAS RapidFire, `O=C(NC1CCOc2ccccc21)c1cccc(S(=O)(=O)NCC2CCCO2)c1` (centres undefined) is entered as 4
In mcGAS RapidFire, `O=C(N1CCN(C(=O)C23CCC4CC(CC(C4)C2)C3)CC1)C12CCC3CC(CC(C3)C1)C2` is entered as -26
In mcGAS RapidFire, `COCCn1cc(C(=O)N2CCNCC2)c2nn(-c3ccccc3)c(=O)c-2c1` is entered as -3

Further structures
SMILES	mcGAS RapidFire
Cc1ccc(S(=O)(=O)c2nc(SCC(=O)c3ccccc3)sc2N2CCOCC2)cc1	-7
COCCNC(=O)[C@@H](C)N1Cc2ccc(NCC(C)C)nc2C1=O	11
Cc1[nH]ncc1CNC(=O)c1ccccc1OC(C)C	-7
Cc1cc(C)n(-c2ccc(NC(=O)C3CCN(Cc4cccc(F)c4)CC3)cc2)n1	-2
COCCN(CCOC)C(=O)c1cnc2c(c(C)nn2-c2ccccc2)c1Cl	-11
CNc1cncc(-c2ccoc2)n1	-2
CN1OC(C)(CC(=O)NCc2ccccc2)N=C1c1ccc(N(C)C)cc1 (centres undefined)	-2
CN(c1ncccc1C(=O)N1C[C@H](N(C)C)C[C@H]1CO)C1CCCCC1	-12
Cc1ccc(-c2nn(-c3ccccc3)cc2/C=N\Nc2ccccc2C(=O)O)o1	-8
CC(C)c1ccc(C(=O)c2cccs2)c(SCCCCCCCCN(C)C)n1	-2
N#CCCCOc1ccc(F)cc1	16
Cc1cccc(-n2nc3c(c2NC(=O)/C=C\c2ccccc2)CSC3)c1C	-4

Among those listed so far, these contain a thiophene ring, fused or not.
SMILES	mcGAS RapidFire
CCNC(=O)C1CCN(Cc2ccc(Cl)s2)CC1	1
Cc1ccccc1S(=O)(=O)NC(=O)C1(C)CCN1C(=O)Cc1ccsc1 (centres undefined)	-11
CCc1ccc(S(=O)(=O)N2CCN(c3ncnc4c3nnn4C)CC2)s1	-7
Cn1c(N)c(C(=S)NC(=O)c2cccs2)c(=O)n(C)c1=O	-6
O=S(=O)(c1cccc(F)c1)N(Cc1cccs1)C1CC1	-32
O=C(NC1CC(=O)N(CCc2ccc(F)cc2)C1)c1ccsc1 (centres undefined)	9
CC(C)c1ccc(C(=O)c2cccs2)c(SCCCCCCCCN(C)C)n1	-2

Further entries:
SMILES	mcGAS RapidFire
O=C(CSc1nc2[nH]ncc2c(=O)[nH]1)c1ccccc1	-5
CN(C)Cc1ccccc1CNC(=O)C1COCCO1 (centres undefined)	10
Cc1cc(Cl)ccc1OCC(=O)NN=Cc1ccc(O)cc1O	-4
CCN(Cc1ccc2c(c1)OCCO2)c1ccc2nnnn2n1	-1
CC(C)n1nccc1NC(=O)CSc1ccc2ccccc2n1	-4
CCC1(CC)N([O-])C(C)=C(c2ccccc2)[N+]1=O	79*
CC(O)CNCc1ccc(-c2ccn(CC(F)(F)F)n2)o1 (centres undefined)	5
CC1=NN(c2nc(C)cc(C)n2)C(=O)C1Cc1ccc(C)cc1 (centres undefined)	-6
CC(C)=CC(=O)NCC(=O)Nc1ccc(F)c(F)c1	-32
Nc1ccc(-c2ccn[nH]2)cc1	-33
